OX1R antag-1 – OX1R (human) antagonism; AID 485270; hit rate 1.8% among 330,000; OX1R-expressing cells, FRET antagonist read-out; inhibition, % at 6.6 µM; in the data active = inhibition mostly above about 38%, no sharp cut-off; inactive = mostly below about 40%;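 note: 0% = agonist challenge alone and 100% = reference antagonist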
Target sequence (O43613 whole entry, looked up): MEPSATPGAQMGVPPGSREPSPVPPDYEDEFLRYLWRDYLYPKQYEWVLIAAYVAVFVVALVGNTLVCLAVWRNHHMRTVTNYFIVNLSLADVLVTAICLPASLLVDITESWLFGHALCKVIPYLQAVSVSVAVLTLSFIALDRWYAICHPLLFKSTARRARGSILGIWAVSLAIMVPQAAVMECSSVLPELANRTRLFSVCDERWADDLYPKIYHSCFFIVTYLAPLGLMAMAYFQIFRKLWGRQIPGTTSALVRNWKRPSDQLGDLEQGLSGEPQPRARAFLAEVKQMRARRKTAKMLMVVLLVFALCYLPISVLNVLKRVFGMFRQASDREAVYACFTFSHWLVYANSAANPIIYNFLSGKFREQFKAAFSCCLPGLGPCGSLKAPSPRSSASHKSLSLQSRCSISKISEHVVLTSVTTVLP
OX1R antag-2 – human HCRTR1 antagonism; O43613; CHO/OX1R cells, Fluo-8 calcium fluorescence, orexin A; inhibition, % at 5 µM; hit rate 0.43% among 330,000; AID 434989;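 active = inhibition above its plate's threshold, mean inhibition of all tested compounds on the plate plus 3 SD, cut at about 37% in these data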;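 note: 0% = orexin A challenge wells and 100% = SB-334867-A antagonist wells; not every result past the cut was called active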
An asterisk follows results filed as active.

Compound	OX1R antag-2	OX1R antag-1
CCOC(=O)C1(Cc2cccc(OC)c2)CCCN(Cc2c(C)nn(C(C)C)c2C)C1 (centres undefined)	-28	12
O=C(Nc1nc2cc3c(cc2s1)OCCO3)c1cccc(N2C(=O)CCC2=O)c1	-21	18
CC(C(=O)O)C(=O)O	2	10
COc1cc(C(=O)NCCC2=CCCCC2)ccc1OCc1c(C)noc1C	4	16
CCN(C(=O)CN1C(=O)COc2ccc(S(=O)(=O)N3CCCCCC3)cc21)c1cccc(C)c1	-5	10
O=C(NCc1ccccc1)C(c1cccnc1)N(Cc1ccco1)C(=O)c1ccccn1 (centres undefined)	-13	6
Cc1ccc(SCC2CNc3nc4ccccc4c(=O)n32)c(C)c1 (centres undefined)	-4	33
Cc1cccc(NC(=O)c2cccc(NC3=NC4CS(=O)(=O)CC4S3)c2)c1 (centres undefined)	0	10
C1CCN=C(Nc2nn[nH]n2)CC1	-16	12
CSc1ncccc1C(=O)OCC(=O)N1CCN(C(=O)c2ccco2)CC1	-12	5
CCOC(=O)N1CCN(C(=O)Cn2nc(C)n3nc(-c4ccccc4)cc3c2=O)CC1	-14	11
COc1ccccc1/C=C/C(=O)NC(=S)N1CCOCC1	-6	18
CC(OC(=O)c1ccc2c(c1)S(=O)(=O)c1ccccc1C2=O)C(N)=O (centres undefined)	0	71*
CCC(C)NS(=O)(=O)c1ccc(NC(=O)c2ccc([N+](=O)[O-])cc2Cl)cc1 (centres undefined)	-12	10
O=C(CCn1cccc1)NCc1ccccc1	-11	17
Cc1ccc2ncc(S(=O)(=O)c3ccccc3)c(N3CCCCC3C)c2c1 (centres undefined)	-23	33
O=C(CCCOC(=O)c1ccc(O)cc1O)c1ccc(F)cc1	-9	19
CC(CNC(=O)c1ccc(NC2=NC3CS(=O)(=O)CC3S2)cc1)c1ccccc1 (centres undefined)	-5	6
Cc1ccc2c(Cl)c(C(=O)NCCc3ccccc3)sc2c1	-15	19
COc1ccc(C)cc1-n1nnnc1SC/C(O)=C(\C#N)c1nc2ccccc2[nH]1	7	24
O=C(Nc1nc2ccc(S(=O)(=O)N3CCCCC3)cc2s1)c1cccnc1	-12	15
CCCCCN(C(=O)CCC(=O)OCC(=O)NC1CCC(C)CC1)c1c(N)n(CCCC)c(=O)[nH]c1=O (centres undefined)	10	2
CC(C)CN1CCN(Cc2ccc(C#CC(C)(C)O)cc2)CC1CCO (centres undefined)	-14	8
Cc1cc(C)c(C#N)c(SCC(=O)N2CCN(Cc3ccccc3)CC2)n1	-22	15
CC1CCCCC1NC(=O)CN1CCN(Cc2ccccc2Cl)C1=O (centres undefined)	-13	20
CCOc1ccc(S(=O)(=O)NN=C(C)c2cccnc2)cc1	0	0
COc1cccc(NC(C)(C)c2nnnn2-c2c(C)cccc2C)c1	12	29
CC1CC(C)(C)NC(=S)N1CCCC(=O)Nc1ccc(Br)cc1 (centres undefined)	-6	21
O=C(Nc1ccc(Oc2ccccc2)nc1)C1CCN(Cc2ccco2)CC1	-15	31
COc1ccccc1NC(=O)COC(=O)c1ccc([N+](=O)[O-])s1	-13	91*
C/C(=N\OCC(=O)Nn1c(C)nc2ccccc2c1=O)c1cccs1	-11	8
O=C(COc1ccc(F)cc1)Nc1nnc(C2CCCCC2)s1	-21	10
COc1ccccc1CN1CC(C(=O)NC2CCOCC2)CCC1=O (centres undefined)	-8	4
CN(C)c1ccc(/C=N/NC2=NS(=O)(=O)c3ccccc32)cc1	-5	0
CC(=O)c1c(C)[nH]c(C(=O)OCC(=O)Nc2sc3c(c2C#N)CCC(C)C3)c1C (centres undefined)	-12	20
CCCn1c(=S)[nH]c2cc(C(=O)N3CCc4ccccc43)ccc2c1=O	-18	0
CN(C(=O)COC(=O)C(C)(C)Oc1ccc(Cl)cc1)c1c(N)n(Cc2ccccc2)c(=O)[nH]c1=O	-8	17
CC1CCC(C(=O)NC(C(=O)Nc2ccccn2)C(C)C)CC1 (centres undefined)	-23	22
CCN(CC)S(=O)(=O)c1ccc(C(=O)NCc2n[nH]c(=S)n2-c2ccccc2OC)cc1	-4	3
COc1ccc(-c2nc(NC(=O)c3ccc(OCC(=O)N4CCOCC4)c(OC)c3)sc2C)cc1	-29	-5
Cc1ccc(N2C(=O)c3ccccc3C2Nc2cccnc2)nc1 (centres undefined)	-13	12
O=C(c1ccc(Cl)cc1)C1CCN(C(=O)NC2CCCCC2)CC1	-12	-2
CN(C)CCCNc1ncnc2oc(-c3ccccc3)c(-c3ccccc3)c12	-30	-2
CSc1nc(N)nc(C2CC2)n1	1	0
C=CCn1c(SCC(=O)Nc2ccccc2OC)nnc1-c1ccccn1	-21	17
Cc1nn(CC#N)c(=O)n1-c1ccccc1F	-9	3
Cc1cc(C)c2c(N)c(C(=O)c3ccc(Cl)c(Cl)c3)sc2n1	-14	5
Cc1ccc(OCC(=O)Nc2ccc(NC(=O)c3cccs3)cc2)c(C)c1	-8	16
Cc1cccc(OCC(=O)N/N=C/CC(C)c2ccccc2)c1C (centres undefined)	-14	12
O=C1c2ccccc2C(=O)N1CCCCN(C(=O)c1ccco1)c1ccc(Cl)cc1	-24	26
Cc1[nH]c(C)c(S(=O)(=O)N2CCN(c3ccc(Cl)cc3)CC2)c1C(=O)N1CCCC1	0	9
C/C(CCc1ccccc1)=N\NC(=O)COc1ccccc1C	-18	17
CCn1cc(C(=O)O)c(=O)c2cnc(N3CCN(C(=S)NC(=O)c4ccc(Cl)cc4Cl)CC3)nc21	-17	12
COc1cc(NC(=O)Cn2nc(C(F)(F)F)c3c2CCCC3)cc(OC)c1OC	-23	13
O=C(CCC(=O)Nc1ccc(F)cc1)N/N=C/c1c[nH]c2ccccc12	-3	16
CC(NC(=O)c1ccc(Cl)s1)C1CCCO1 (centres undefined)	2	2
COc1ccc(-c2nc(C#N)c(N3CCC(C(N)=O)CC3)o2)cc1	10	22
O=C(Nc1ccc2c(c1)OCCO2)c1cnn(-c2ccccc2)n1	-26	16
COc1cc(C2C(C#N)=C(N)Oc3cc(N)ccc32)cc(OC)c1OC (centres undefined)	0	10
O=C(CN1CCOCC1)N/N=C/c1cc2ccccc2nc1Cl	-10	19

Record cards (already shown). Screens in order: OX1R antag-2	OX1R antag-1
Cc1cccc(OCC(=O)N/N=C/CC(C)c2ccccc2)c1C (centres undefined) is entered as -14	12
COc1cc(NC(=O)Cn2nc(C(F)(F)F)c3c2CCCC3)cc(OC)c1OC is entered as -23	13

(listing goes on)
Compound	OX1R antag-2	OX1R antag-1
CCCCC(=O)Nc1nnc(-c2ccc(OC)cc2)s1	-27	14
CCOc1ccccc1C(=O)Nc1nnc(CC)s1	-19	19
O=C(CCS(=O)(=O)c1ccc(Br)s1)N1CCc2ccccc21	-33	12
COCC(=O)OCc1cc2cccc(C)c2[nH]c1=O	-3	14
COc1ccccc1N1C(=O)CC(N2CCN(c3ccc(F)cc3)CC2)C1=O (centres undefined)	-16	-8
Cc1c(NC(=S)NC(=O)C(C)(C)C)c(=O)n(-c2ccccc2)n1C	-6	17
Cc1cc(C)n2nc(SCc3nnc(SCc4ccccc4)s3)nc2n1	-21	15
Cc1ccc(C(=O)O/N=C/c2ccc(N(C)C)cc2)cc1	-8	16
O=C1NC2(CCCc3ccccc32)C(=O)N1CCOc1ccc(Br)cc1 (centres undefined)	-27	39
CCC(=O)N(CCC1(C(C)C)CCOC(C)(C)C1)Cc1ccco1 (centres undefined)	-17	2
O=C(COc1ccc2ccc(=O)oc2c1)NC1CCCC1	-15	18
CC(C)(C)NC(=S)NCc1ccc2c(c1)OCO2	-10	-7
COc1ccc(-c2noc(-c3ccco3)n2)cc1OC	-16	29
C/C(=N\NC(=O)C1CCCN(S(=O)(=O)c2ccccc2)C1)c1ccccn1 (centres undefined)	-17	25
COc1ccc(CS(=O)c2nc(C)cc(C)c2S(C)(=O)=O)cc1 (centres undefined)	-29	22

OX1R antag-1, entries above that show a hit
Compound	OX1R antag-2	OX1R antag-1
CC(OC(=O)c1ccc2c(c1)S(=O)(=O)c1ccccc1C2=O)C(N)=O (centres undefined)	0	71*
COc1ccccc1NC(=O)COC(=O)c1ccc([N+](=O)[O-])s1	-13	91*

Later entries:
Compound	OX1R antag-2	OX1R antag-1
Cc1ccc2nc(NC(=S)NC(=O)c3cccs3)sc2c1	-1	21
OCCN(CC#CC(O)(c1ccccc1)c1ccccc1)CCO	-23	2
COc1ccc(NC(=O)OCCN2CCN(Cc3ccccc3)CCC2=O)cc1	-24	28
CN(C)CCn1c(=O)n(Cc2ccccc2)c(=O)c2c3c(sc21)CCCCC3	-38	7
COc1ccc(C2C(C(C)=O)=C(C)Nc3ncnn32)c(OC)c1OC (centres undefined)	-13	0
Cc1cnc(C(=O)Nc2nnc(C3CC3)s2)cn1	-9	9
Cc1cc(=O)[nH]c(SCC(=O)N2CCCc3ccccc32)n1	-3	2
Cc1nnc(Cn2cnc3c2c(=O)n(C)c(=O)n3C)o1	1	14
O=C(CSCCO)Nc1cc(C(F)(F)F)ccc1Cl	-4	16
CC1CC(C)CN(Cc2nc(N)nc(Nc3ccc4ccccc4c3)n2)C1 (centres undefined)	-11	8
CC/C(=N\NC(=O)CSCc1ccccc1Br)c1ccc2c(c1)OCCO2	-21	24
O=C(O)C(NC(=O)c1ccccc1)=C(Cl)Cl	-5	7
OC(COCCC12CC3CC(CC(C3)C1)C2)CN1CCCC1 (centres undefined)	-11	1
CC(C)NC(=O)N(C)C[C@H]1Oc2c(NC(=O)Nc3ccc4c(c3)OCO4)cccc2C(=O)N([C@H](C)CO)C[C@@H]1C	-27	0
CN(CC(=O)Nc1ccccc1C(F)(F)F)C(=O)CSCc1ccc(Cl)c(Cl)c1	-7	23
CCn1cc(S(=O)(=O)Nc2ccccc2C(F)(F)F)cn1	-13	6
CCOc1ccc(Nc2nc(N)nc(CN(C)C3CCCCC3)n2)cc1	-19	19
CCN(C(=O)CSc1n[nH]c(N)n1)c1cccc2ccccc12	-14	13
Cc1cc2cc(CNC(=O)c3ccc(S(=O)(=O)N4CCCC4)cc3)ccc2n1C	-6	6
CC(C)(Cc1ccccc1)/[N+]([O-])=C\c1ccc(C(F)(F)F)cc1	-7	15
O=C(c1ccco1)N1CCN(C(=O)c2cc(=O)[nH]c3ccccc23)CC1	-3	-2
Cc1ccc2[nH]cc(CCNC(=O)c3cccnc3)c2c1	-6	9
COc1ccc(-c2[nH]c(-c3ccccc3)nc2SCC(=O)NC2CCCC2)cc1	-23	5
CCOc1ccc(-c2ncncc2-c2ccc(OC)c(OC)c2)c(O)c1	-16	11
Cc1ccccc1-c1nc(CS(=O)CC(=O)NCc2ccccc2)c(C)o1 (centres undefined)	-14	14
O=C(Oc1ccccc1C(=O)Oc1ccccc1)c1ccco1	-5	8
CC(C)Oc1c(N2CCOCC2)c(=O)c1=O	8	2
CS(=O)(=O)c1ccc(Cl)c(NC(=O)C2CC(=O)N(Cc3ccco3)C2)c1 (centres undefined)	-17	13
O=C(CN1C(=O)c2ccccc2C1=O)Nc1ccccc1C(=O)NC1CCCCCC1	-3	19
COc1ccc(-c2cc(=O)oc3cc(OCC(=O)NCc4ccccn4)ccc23)cc1	-10	17
Cc1ccc(CCNC(=O)C2CCC(CNc3c(N4CCCC4)c(=O)c3=O)CC2)cc1 (centres undefined)	-10	6
O=C(Cc1cccs1)Nc1nnc(Cc2ccccc2)s1	-28	11
COc1ccc(-n2c(C)cc(/C=C/c3nc(O)c([N+](=O)[O-])c(=O)[nH]3)c2C)cc1	0	25
CCC(C)(C)n1nnnc1C(c1ccccc1F)N1CCC(C(N)=O)CC1 (centres undefined)	-5	34
COc1ccc(C(C(=O)NC2CCCC2)N(Cc2ccc(F)cc2)C(=O)c2ccn[nH]2)cc1OC (centres undefined)	-27	21
CC1CC(=O)Nc2ccccc2N1C(=O)CSc1ccc2ccccc2n1 (centres undefined)	-19	1
COc1ccc(N2C(=O)c3ccccc3NC2c2ccc(OC)c(Cn3cc([N+](=O)[O-])cn3)c2)cc1 (centres undefined)	-21	13
Cc1c(CCC(=O)N[C@@H](C)C(=O)O)c(=O)oc2c(C)c3oc4c(c3cc12)CCCC4	-9	5
O=C(/C=C/c1ccccc1)Nc1nnc(SCC(=O)c2ccc3ccccc3c2)s1	-7	19
Cc1ccccc1NC(=O)COc1ccccc1C	-13	-7
Cc1cccc(C(=O)N2CCN(c3ccc([N+](=O)[O-])c(NCc4ccco4)c3)CC2)c1	-27	27
Cc1cc(Cl)c(S(=O)(=O)N2CCCC2)cc1OCC(N)=O	-15	4
Cc1ccc(O/C=C2\OC(=O)c3ccccc32)cc1	-3	14
CCc1ccc(C(=O)Cn2cnc3cc([N+](=O)[O-])ccc3c2=O)cc1	-16	29
COc1cc(C2C(C#N)=C(N)Oc3cc(C)oc(=O)c32)cc(OC)c1OC (centres undefined)	-15	-2
Cc1ccnc(NS(=O)(=O)c2ccc(NC(=O)/C=C/c3ccccc3)cc2)n1	-18	4

6 compounds from above, ordered by the number in OX1R antag-1, smallest number first:
Compound	OX1R antag-2	OX1R antag-1
O=C(Cc1cccs1)Nc1nnc(Cc2ccccc2)s1	-28	11
COc1ccc(N2C(=O)c3ccccc3NC2c2ccc(OC)c(Cn3cc([N+](=O)[O-])cn3)c2)cc1 (centres undefined)	-21	13
O=C(/C=C/c1ccccc1)Nc1nnc(SCC(=O)c2ccc3ccccc3c2)s1	-7	19
COc1ccc(C(C(=O)NC2CCCC2)N(Cc2ccc(F)cc2)C(=O)c2ccn[nH]2)cc1OC (centres undefined)	-27	21
Cc1cccc(C(=O)N2CCN(c3ccc([N+](=O)[O-])c(NCc4ccco4)c3)CC2)c1	-27	27
CCC(C)(C)n1nnnc1C(c1ccccc1F)N1CCC(C(N)=O)CC1 (centres undefined)	-5	34

Rows are unselected; overall some 2.1% were active at least once.
